TNF death inh = inhibitors of TNF-alpha induced necroptosis in Jurkat FADD-/- cells | Jurkat FADD-/- TNF necroptosis rescue, ATP luminescence, 24 h; 0 = TNF only, 100 = no-TNF cells | activation (protection from cell death), % at 10 µM | 220,000 tested, 0.068% active | AID 463075;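 active = activation, meaning protection from cell death, of at least 50% relative to plate controls; inactive = activation below 50%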;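 note: necroptosis triggered by 40 ng/mL TNF-alpha added together with compound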
KCC2 mod = modulates chloride dependent transport by human KCC2. Q9H2X9. B-score of Tl+ flux slope (higher = more flux/activation; lower = inhibition) at 10 µM. KCC2 cells, thallium flux FluoZin-2 fluorescence. AID 1456. 190,000 tested, 2.2% active;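 active = thallium flux slope and its plate-corrected score both differing from the plate sample mean at a set confidence after two filtering rounds, in either direction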;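 note: slope of fluorescence scaled to starting intensity during 10 to 20 s after thallium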
eIF4E-4G inh = inhibitors of eIF4E and eIF4G interaction in translation initiation; 220,000 tested, 0.37% active; TR-FRET eIF4E-eIF4GI(517-606) binding, 2 h; AID 782; P63073+Q04637; inhibition, % at 21.7 µM;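 active = inhibition above about 30%, limit read from the data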;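 note: 0% = full FRET control wells and 100% = background wells lacking eIF4GI fragment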
Mdm2 ligase inh = blocks human Mdm2 ubiquitin ligase activity; AID 1230; cell-based MDM2 ubiquitination luciferase reporter, 2 h; 0 = plate control, 100 = twice control, blank-subtracted; signal enhancement, % at 5 µM; 210,000 tested, 0.11% active; Q00987;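 active = signal enhancement of 30% or more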;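 note: luminescence tracks abundance of the self-degrading MDM2-luciferase fusion protein; higher signal means inhibition of MDM2 E3 ligase activity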
Target sequence (Q00987 whole entry, looked up, the tested form may be a part): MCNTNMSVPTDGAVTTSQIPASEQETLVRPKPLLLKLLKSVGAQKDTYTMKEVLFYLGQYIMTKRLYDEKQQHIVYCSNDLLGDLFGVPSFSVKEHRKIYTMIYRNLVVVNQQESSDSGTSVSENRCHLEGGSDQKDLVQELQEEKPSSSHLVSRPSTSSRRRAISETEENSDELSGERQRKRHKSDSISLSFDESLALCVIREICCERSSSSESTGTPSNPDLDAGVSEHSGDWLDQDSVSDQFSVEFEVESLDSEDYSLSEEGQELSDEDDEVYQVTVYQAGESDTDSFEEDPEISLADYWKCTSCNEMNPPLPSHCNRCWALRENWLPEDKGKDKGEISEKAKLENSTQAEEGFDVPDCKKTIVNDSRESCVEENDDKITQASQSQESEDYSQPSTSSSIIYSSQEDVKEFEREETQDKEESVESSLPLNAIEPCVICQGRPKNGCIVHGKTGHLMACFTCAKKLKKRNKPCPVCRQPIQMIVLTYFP
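Test system: stable mammalian line carrying autodegrading MDM2–luciferase fusion reporter; quantity: 2000 cells in each well; times: 4 h cell settling then 2 h compound exposure, 37 °C; detection: luminescence with SteadyLite reagent, 15 min at room temperature; evaluation: percent signal gain over controls, blank-subtracted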
m-calpain inh = inhibitors of pig calpain II | 220,000 tested, 0.37% active | inhibition, % at 16 µM | purified calpain II, fluorogenic peptide substrate, 30 min;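 active = inhibition above about 50%, limit read from the data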
L929 necroptosis = blocks zVAD induced death of L929 cells. L929 zVAD necroptosis rescue, ATP luminescence, 24 h; with zVAD 60 µM. viability rescue, % at 10 µM. 220,000 tested, 0.38% active;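 active = activation, scaled between plate controls, above about 75%, limit read from the data; inactive = activation under that limit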;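 note: 0% = zVAD with DMSO and 100% = DMSO alone without zVAD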
PERK inh = blocks human PERK kinase; 220,000 tested, 0.17% active; CHO PERK-DD fusion, SEAP luminescence translation reporter; Q9NZJ5; AID 1416; inhibition, % at 5.6 µM;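 active = inhibition above the mean inhibition of all tested compounds plus 3 SD, set separately per screening campaign, cut at about 2.9% in these data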;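 note: PERK kinase domain activated by AP20187 dimerizer at 100 nM; 0% = DMSO with dimerizer and 100% = rapamycin at 8.4 µM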
EBV gp42 block = EBV gp42 inhibition; 220,000 tested, 0.42% active; inhibition, % (tested at 21.74 µM); Fluorescence polarization binding assay, mP read-out; Q1HVG2; in the data active = inhibition above about 50%
Target sequence (Q1HVG2 whole entry, looked up): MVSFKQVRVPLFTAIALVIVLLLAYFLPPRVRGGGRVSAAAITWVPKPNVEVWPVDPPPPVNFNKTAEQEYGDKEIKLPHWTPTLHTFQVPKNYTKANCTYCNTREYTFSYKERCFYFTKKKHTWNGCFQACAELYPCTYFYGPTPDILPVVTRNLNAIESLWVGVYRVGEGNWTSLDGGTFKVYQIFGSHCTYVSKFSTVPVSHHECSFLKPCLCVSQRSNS
Rad51 HR inh = Rad51 (human) homologous recombination inhibition | 200,000 tested, 0.085% active | Q06609 | hRad51 DNA strand exchange, fluorescence dequenching | inhibition, % at 10 µM;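 active = inhibition above 40% at the single screening dose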;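 note: 0% = DMSO control wells and 100% = blanks with heterologous ssDNA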
Target sequence (Q06609 whole entry, looked up): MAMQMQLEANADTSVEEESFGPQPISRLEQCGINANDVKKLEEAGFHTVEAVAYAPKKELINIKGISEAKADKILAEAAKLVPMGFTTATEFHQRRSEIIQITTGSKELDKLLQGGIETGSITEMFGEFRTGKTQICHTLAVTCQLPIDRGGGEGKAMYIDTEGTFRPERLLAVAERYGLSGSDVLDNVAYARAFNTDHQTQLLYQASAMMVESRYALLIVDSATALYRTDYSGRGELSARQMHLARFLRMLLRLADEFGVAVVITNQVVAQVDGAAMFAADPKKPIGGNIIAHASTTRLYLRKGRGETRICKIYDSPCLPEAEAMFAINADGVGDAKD
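Material: human Rad51–ssDNA filaments; Probe or stimulus: labelled 47-mer dsDNA for strand exchange; Doses: single 10 µM dose; Incubation: 37 °C 15-min filament assembly, 30-min compound preincubation, 15-min exchange; Technique: FRET fluorescence dequenching, excitation 485 nm, emission 520 nm; Measure: Fluorescence-based percent inhibition, control- and blank-normalised; Benchmarks: plate control and blank wells.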
Numbers without * were called inactive; / = not tested or not shown; [ ] = remark or other dose. Rows are unselected; overall some 3.6% were active at least once.

SMILES	TNF death inh	KCC2 mod	eIF4E-4G inh	Mdm2 ligase inh	m-calpain inh	L929 necroptosis	PERK inh	EBV gp42 block	Rad51 HR inh
CC(C)Sc1nc(N2CCOCC2)c2c(c1C#N)CC(C)(C)N(C)C2	0.5	-0.67	-9	-13	-32	-0.2	-2.9	-11	-1
Cc1cc(=O)n2[nH]c(-c3ccccc3Cl)cc2n1	-0.4	0.73	8[fluorescence artefact?]	-10	-35	1.5	0.7	-24	7
CC(C)c1cc(C(F)(F)F)n2nc(C(=O)O)cc2n1	-1.0	/	6	-2	-40	2.4	-1.2	-10	/
Cc1ccc(C(=O)Nc2ccccc2C(=O)NC(CC(=O)O)C(=O)O)cc1 (centres undefined)	0.1	-1.1	8	-18	0	1.1	2.4	-15	2
FC(F)(F)c1nnc2c(Sc3ccccc3)nc3ccc(Cl)cc3n12	-8.7	0.73	2[fluorescence artefact?]	-4	-63	4.5	1.9	4	1
CCOC(=O)c1c(NC(=O)CSc2nnc(-c3ccc(C)cc3)o2)sc(C(C)=O)c1C	-3.0	-0.78	-19[fluorescence artefact?]	-10	-26	-0.9	1.1	-9	-6
Nc1nnc(CCCCCc2nnc(N)s2)s1	0.5	-0.0016	2	1	-28	1.1	1.3	-2	-3
Cc1cc(C)c(C)c(C(=O)COC(=O)CNC(=O)CN2C(=O)c3ccccc3C2=O)c1C	0.3	-0.5	-31	1	27	-0.1	0.2	-2	7
O=C1CCCN1CCCNc1ncnc2c1[nH]c1ccc(Cl)cc12	2.7	-0.19	3	0	-72	0.1	-0.5	3	-6
NC(=O)C1CC(=O)N(c2ccc(OCc3c(F)cccc3Cl)cc2)C1 (centres undefined)	-0.2	/	-2	-2	0	0.8	0.5	-7	14

Sorted by value in eIF4E-4G inh (high to low): four from the list above
Compound | KCC2 mod | eIF4E-4G inh | Mdm2 ligase inh | m-calpain inh | PERK inh | EBV gp42 block
O=C1CCCN1CCCNc1ncnc2c1[nH]c1ccc(Cl)cc12 | -0.19 | 3 | 0 | -72 | -0.5 | 3
Nc1nnc(CCCCCc2nnc(N)s2)s1 | -0.0016 | 2 | 1 | -28 | 1.3 | -2
NC(=O)C1CC(=O)N(c2ccc(OCc3c(F)cccc3Cl)cc2)C1 (centres undefined) | / | -2 | -2 | 0 | 0.5 | -7
Cc1cc(C)c(C)c(C(=O)COC(=O)CNC(=O)CN2C(=O)c3ccccc3C2=O)c1C | -0.5 | -31 | 1 | 27 | 0.2 | -2

New compounds follow
SMILES	TNF death inh	KCC2 mod	eIF4E-4G inh	Mdm2 ligase inh	m-calpain inh	L929 necroptosis	PERK inh	EBV gp42 block	Rad51 HR inh
COCCn1cnnc1SCC(=O)Nc1ccccc1C(=O)Nc1ccc2c(c1)OCO2	0.3	0.68	0	-3	-16	-0.1	0.0	-13	0
CC1CCC2(CC1)N=C(N)Nc1nc3ccccc3n12 (centres undefined)	0.2	1.4	3	-17	-10	0.2	-0.3	-10	-1
CCOc1ccc(Nc2nc(Cc3nnc(SCC(=O)NC4CCCCC4)n3C)cs2)cc1	-2.6	-1	-4	-7	-39	-0.8	-0.1	4	0
CC(=O)c1cccc(NC(=O)COC(=O)c2n[nH]c3ccccc23)c1	0.4	0.0093	-2	0	-36	3.0	-0.1	0	27
Cc1ccc(Nc2nc3ccccc3nc2Nc2c(C)n(C)n(-c3ccccc3)c2=O)cc1	2.3	-0.48	5	-3	-141	/	-0.1	19	/
CCOc1ccc(CC(=O)N/N=C/c2cccnc2)cc1	-1.2	1.5	1	-8	-8	-0.3	1.0	-4	18
Cc1c(NC(=O)c2noc(C(C)C)c2[N+](=O)[O-])c(=O)n(-c2ccccc2)n1C	0.8	/	-2	-15	-8	0.0	1.8	-12	-17
CCCOc1ccc(C(=O)NNC(=S)NC(=O)c2cc(-c3ccc(Cl)cc3)nc3ccccc23)cc1	-18	1.2	-2	2	-4	0.4	1.2	3	-2
CCOc1ccc(OCC)c(NC(=O)C2C3C=CC(O3)C2C(=O)NCc2ccco2)c1 (centres undefined)	-0.9	0.4	2	-7	-8	0.5	0.5	-12	1
CCCOC(=O)CC1C(=O)NCCN1Cc1cc(OC)cc(OC)c1 (centres undefined)	-0.1	-0.057	-3	-2	1	5.6	-0.1	-13	5

Some entries already given, reduced to Rad51 HR inh:
compound,Rad51 HR inh
Cc1c(NC(=O)c2noc(C(C)C)c2[N+](=O)[O-])c(=O)n(-c2ccccc2)n1C,-17
CC1CCC2(CC1)N=C(N)Nc1nc3ccccc3n12 (centres undefined),-1

Continued:
SMILES	TNF death inh	KCC2 mod	eIF4E-4G inh	Mdm2 ligase inh	m-calpain inh	L929 necroptosis	PERK inh	EBV gp42 block	Rad51 HR inh
O=C(Cn1nnc(-c2ccccc2)n1)OCc1csc(-c2ccccc2)n1	-2.3	-0.47	-5	-9	18	0.0	2.0	5	3
COCCCNC(=O)Cn1nc(-c2ccc(C)cc2)ccc1=O	-2.2	/	-5	-16	-26	0.3	0.3	-5	6
Cc1cc(C)c2[nH]c(=O)c(C(c3nnnn3Cc3ccc4c(c3)OCO4)N3CCCC3)cc2c1 (centres undefined)	-1.2	/	3	11	-103	1.5	1.4	-20	-7
CN1CCCC(OC(=O)CCCCC(=O)OC2CCCN(C)C2)C1 (centres undefined)	0.4	/	-12[fluorescence artefact?]	-13	-23	1.7	0.8	-29	-2
COc1ccc(N2C(=O)N(Cc3ccccc3F)c3ccccc3S2(=O)=O)cc1	-0.5	-2.6	0	-15	58*	-2.3	-0.1	-10	11
FC(F)(F)c1cccc(N2Cc3ccccc3C2)c1	0.1	-0.049	3	-15	-67	-0.1	0.1	-17	5
Cc1ccc(C(=O)Cn2nc(C)c([N+](=O)[O-])c2C)c(C)c1	0.0	0.016	4	-18	27	0.1	0.3	-8	-5
Cc1nc2sc(C(c3cccs3)N3CCN(c4cccc(Cl)c4)CC3)c(O)n2n1 (centres undefined)	-1.6	-0.14	3[fluorescence artefact?]	-1	-31	0.6	-0.4	2	5
Cc1ccccc1-n1nc2c(c1NC(=O)COc1ccc(Cl)cc1)CS(=O)C2 (centres undefined)	0.7	1.4	3	-12	-18	0.7	-0.1	-11	-6
Cc1onc(-c2ccccc2)c1C(=O)N1CCN(Cc2ccc3c(c2)OCO3)CC1	0.0	/	3	-4	-15	0.0	0.2	-3	19
CCc1nnc(NC(=O)CCC(=O)N2CCN(Cc3cc(F)ccc3OC)CC2)s1	-0.6	-0.071	3	-9	-10	-0.4	-1.2	-11	-5
O=C(O)c1cc([N+](=O)[O-])ccc1N1CCC(Cc2ccccc2)CC1	0.8	-4.6*	-4[fluorescence artefact?]	-4	-13	0.1	1.4	0	7
O=C(NCc1ccc(Cl)cc1)c1cccnc1	1.2	/	1	-19	-11	0.6	0.5	-8	0
O=C(COc1ccccc1F)N1CCN(S(=O)(=O)/C=C/c2ccccc2)CC1	0.9	-0.3	-13	-3	20	-0.1	-0.3	-60	-4
CCOC(=O)N1CCN(c2c(N3CCC(N4CCCCC4)CC3)c(=O)c2=O)CC1	0.4	-0.045	2	-5	-31	4.0	1.2	-8	2
O=C(CCC(=O)N(c1cccc(F)c1)C(C(=O)NC1CCCC1)c1ccncc1)Nc1cccnc1 (centres undefined)	-1.2	0.21	1	2	-2	-0.1	0.8	0	-3
CC(C)C[C@H](NC(=O)c1[nH]cnc1C(=O)N[C@@H](Cc1ccccc1)C(=O)OC(C)(C)C)C(=O)OC(C)(C)C	4.2	-0.13	-2	10	24	1.9	/	-14	1
Cc1ccc(C)c(NC(=O)C(Sc2nc3ccc(C)cc3[nH]2)c2ccccc2)c1 (centres undefined)	0.9	-0.63	3	1	-3	-0.7	0.1	17	17
C/C(CC(=O)Nc1ccc(C)c(Cl)c1)=N\NC(=O)Cc1cccs1	-0.8	-0.14	-6	/	16	0.1	-0.5	-2	6
O=C1CCCC2=C1C(c1cccc(O)c1)C1=C(N2)c2ccccc2C1=O (centres undefined)	-0.9	0.2	-2	-9	0	1.4	-0.2	-6	/
O=C(CC1(O)C(=O)Nc2ccccc21)c1ccccc1O (centres undefined)	-2.1	0.73	-1	-11	21	-0.1	0.7	0	-8
COc1ccc(/C(N)=N/OC(=O)CN(C)S(=O)(=O)c2ccc(C)cc2)cc1	0.0	-1.7	1	-13	35	0.4	1.1	13	/
Cc1nc(-c2ccncc2)nc(NCCNc2ccc(C(F)(F)F)cn2)c1Cl	8.8	-0.64	-2	-14	-26	1.2	-1.0	-3	13
CN=C1c2cc3cc(OC)ccc3n2CCN1C	-0.1	-0.02	1	/	-20	-0.6	0.7	-17	3
Cc1cc(C)cc(N2C(=O)CC(Sc3ncn[nH]3)C2=O)c1 (centres undefined)	-0.8	0.27	4	-1	-4	0.0	0.4	-27	6
Cc1ccc(-c2nc(CN(C)C3CCOC3)c(C)o2)s1 (centres undefined)	0.7	2	0	13	-34	0.8	0.3	1	30
COc1ccc(C[C@H]2CN3C(=NC[C@@H]3Cc3ccc(O)cc3)N2C[C@H](C)NC(=O)CCC2CCCCC2)cc1	-6.5	-1.7	-9	7	-13	-0.7	/	-23	-6
CNC(=S)/N=C(\Nc1ccc(C)cc1)c1ccccc1	-2.6	-0.6	-5	-5	0	0.4	0.0	-5	-12
Cc1ccccc1Cn1c(=O)[nH]c2ccccc21	0.2	-0.49	-23	6	-11	0.2	/	-11	-3
CCCc1nc(NCc2ccccn2)c2nnn(Cc3ccccc3F)c2n1	0.4	-0.93	0	-22	2	0.5	-0.7	-15	/
Cn1c(=O)c2c(SCC(N)=O)nc(CC(C)(C)C)nc2n(C)c1=O	-2.3	1.7	1	-7	-9	-0.5	1.3	2	3
Cc1ccccc1NC(=O)C(=O)c1cn(C)c2ccccc12	0.8	0.011	1	-2	3	3.1	0.1	0	10
Cc1nc(N2CCCCC2C)c2c(C)c(C(=O)Nc3cccc(C(F)(F)F)c3)sc2n1 (centres undefined)	1.2	1.7	0	-8	-57	0.1	-0.1	-5	3
COc1ccc(C(=O)c2ccc(OC)c(OC)c2)cc1OC	-1.8	/	4	-16	9	0.9	0.5	-15	7
Nc1c(Cl)cnc(C(Cl)(Cl)Cl)c1Cl	2.0	0.51	2	-2	17	2.7	0.6	-5	2
O=C(Nc1ccccc1-c1nc2ccccc2[nH]1)c1ccc(N2C(=O)CCC2=O)cc1	-3.6	0.26	6	-3	-316	7.0	-0.5	-1	-5
CN(C)S(=O)(=O)c1ccc(N=Cc2c(C(F)(F)F)[nH]n(C)c2=O)cc1	0.8	-1	-1	6	-5	2.2	1.4	-6	5
Cn1nc(-c2ccc(Cl)cc2)c2cc(C(=O)NC3CC3)sc21	0.8	0.44	5	-22	-50	4.4	-0.3	3	6
COc1ccc(CNCC(=O)Nc2sccc2C#N)cc1	0.8	-0.36	-2	-15	-26	0.0	0.5	4	-8
O=C1COc2ccc(C(=O)COC(=O)c3ccc4ccccc4n3)cc2N1	-3.0	/	1	-26	-15	0.0	2.0	-18	2
Cc1c2c(nc3c(C)cccc13)OC(C)C2 (centres undefined)	2.8	-0.53	-1	-17	19	0.1	-0.2	-2	-6
CCC(C)c1c(O)nc(SCC(=O)c2ccccc2)[nH]c1=O (centres undefined)	0.0	/	3	3	-6	-0.2	-0.5	-8	/
Cc1nnsc1C(=O)Nc1cc(Cl)ccc1Cl	0.0	0.18	3[fluorescence artefact?]	4	-18	-0.5	-0.3	-9	12
CC(C)Cn1c(=O)[nH]c2ccccc21	0.5	-0.12	-6	-10	22	0.3	1.9	-10	5
